Screening results from PubChem BioAssay.
TROY NFkB inh: inhibitors of TROY-driven NF-kB signaling, primary screen, Q293 LMP1-TROYcd cells, NF-kB luciferase, uHTS. inhibition, % at 10 µM. 360,000 tested, 0.98% active. Q293 LMP1-TROYcd NF-kB luciferase reporter, 4 h;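 active = compounds whose plate-normalised and pattern-corrected inhibition of the luciferase reporter signal at the single screening dose is 50% or more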
NOD2-RIPK2 inh: NOD2-RIPK2 binding disruptors in cells, primary screen, fluorescence, CHO cells, BLA complementation; CCF4 ratio; inhibition, % at 4.98 µM; 360,000 tested, 0.38% active; in the data active = inhibition above about 21%;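 note: 0% = vehicle only and 100% = reference blocker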
C8 TRAIL sens: viability loss with TRAIL in NB7+C8 cells, primary screen, TRAIL sensitizer project, cell-based, ATPlite luminescence; inhibition (viability loss, TRAIL sensitization), % at 10 µM; 360,000 tested, 1% active; AID 624354, 2012;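 active = compounds causing at least 50% loss of cell viability in the single-dose screen, relative to plate controls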
NCOA3 inh: SRC3 coactivator transcriptional activity inhibitors, primary screen, cell-based, luminescence; 360,000 tested, 0.17% active; Nuclear receptor coactivator 3 (Homo sapiens), Q9Y6Q9; inhibition, % at 3.6 µM; HEK293 GAL4-SRC3 luciferase reporter;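 active = inhibition above a per-campaign cutoff, the mean of all compounds plus 3 SD, cut at about 60% in these data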;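 note: 0% = DMSO-treated cells and 100% = gossypol-treated cells at 36 µM; higher means less SRC3-driven luciferase light from the GAL4 reporter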
Target sequence (Q9Y6Q9 whole entry, looked up, the tested form may be a part): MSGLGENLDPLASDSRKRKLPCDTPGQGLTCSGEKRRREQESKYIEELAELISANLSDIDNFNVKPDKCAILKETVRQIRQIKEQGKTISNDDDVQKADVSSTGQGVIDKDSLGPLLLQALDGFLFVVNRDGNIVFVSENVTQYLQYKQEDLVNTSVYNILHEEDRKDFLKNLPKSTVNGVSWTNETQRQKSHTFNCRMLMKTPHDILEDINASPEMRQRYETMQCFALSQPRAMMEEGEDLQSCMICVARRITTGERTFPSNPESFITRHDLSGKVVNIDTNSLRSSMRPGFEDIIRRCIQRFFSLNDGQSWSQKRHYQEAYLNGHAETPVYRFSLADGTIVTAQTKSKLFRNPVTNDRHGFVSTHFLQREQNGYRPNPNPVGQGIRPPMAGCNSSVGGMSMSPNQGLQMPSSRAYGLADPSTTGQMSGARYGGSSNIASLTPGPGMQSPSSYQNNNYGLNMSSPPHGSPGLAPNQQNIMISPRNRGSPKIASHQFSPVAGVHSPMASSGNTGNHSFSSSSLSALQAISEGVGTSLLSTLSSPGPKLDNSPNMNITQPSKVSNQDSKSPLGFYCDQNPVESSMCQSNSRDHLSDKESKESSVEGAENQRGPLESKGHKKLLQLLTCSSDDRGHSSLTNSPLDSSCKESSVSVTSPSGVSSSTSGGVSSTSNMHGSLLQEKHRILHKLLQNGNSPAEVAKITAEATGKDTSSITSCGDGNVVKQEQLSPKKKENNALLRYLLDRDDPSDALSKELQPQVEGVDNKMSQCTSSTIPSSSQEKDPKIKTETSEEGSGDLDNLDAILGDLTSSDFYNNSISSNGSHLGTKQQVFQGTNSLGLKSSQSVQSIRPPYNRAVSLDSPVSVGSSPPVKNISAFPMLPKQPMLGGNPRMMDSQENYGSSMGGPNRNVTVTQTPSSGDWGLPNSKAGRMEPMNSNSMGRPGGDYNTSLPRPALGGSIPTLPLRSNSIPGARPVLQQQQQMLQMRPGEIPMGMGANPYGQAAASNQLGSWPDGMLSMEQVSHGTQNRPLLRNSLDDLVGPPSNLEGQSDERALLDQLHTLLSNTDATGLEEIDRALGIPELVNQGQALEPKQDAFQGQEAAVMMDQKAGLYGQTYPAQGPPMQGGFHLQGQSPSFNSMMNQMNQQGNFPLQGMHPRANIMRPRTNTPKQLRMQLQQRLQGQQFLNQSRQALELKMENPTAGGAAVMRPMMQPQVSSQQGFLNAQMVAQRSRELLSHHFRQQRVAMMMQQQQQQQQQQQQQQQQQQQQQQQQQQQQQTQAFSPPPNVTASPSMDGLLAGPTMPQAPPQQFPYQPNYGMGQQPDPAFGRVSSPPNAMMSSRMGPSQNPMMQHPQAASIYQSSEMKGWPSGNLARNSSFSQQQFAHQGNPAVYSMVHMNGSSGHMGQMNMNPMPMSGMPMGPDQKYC
NCOA2 inhibitor: inhibition of GAL4-SRC2 driven luciferase reporter, primary screen, SRC2 inhibitor project, cell-based, luminescence; Nuclear receptor coactivator 2 (Homo sapiens), Q15596; inhibition, % at 9 µM; AID 651957, 2012; HEK293 GAL4-SRC2 luciferase reporter; 370,000 tested, 0.17% active;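 active = inhibition above the mean inhibition of all tested compounds plus 3 SD, set per campaign, cut at about 52% in these data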;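 note: 0% = DMSO treated cells and 100% = cells given Gossypol at 36 µM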
NR5A2 inv ag: LRH-1 (NR5A2) inverse agonists, primary screen, cell-based, luminescence, HEK293T, StAR-luciferase reporter; inhibition, % at 3.6 µM; Nuclear receptor subfamily 5 group A member 2 (Homo sapiens), O00482; 360,000 tested, 0.13% active; LRH-1 transfected, 24 h;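 active = inhibition above the mean inhibition of all tested compounds plus 3 SD, cut at about 73% in these data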;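 note: 0% = DMSO wells and 100% = reporter-only cells lacking LRH-1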
TLR9-MyD88 block: inhibitors of TLR9-MyD88 association in cells, primary screen, cell-based, CHO, BLA complementation, fluorescence; Toll-like receptor 9 (Homo sapiens) + Myeloid differentiation primary response protein …; CCF4 FRET ratio; inhibition, % at 4.98 µM; 340,000 tested, 0.21% active;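 active = inhibition above the mean over all tested compounds plus 3 SD, cut at about 21% in these data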;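 note: 0% = DMSO only wells and 100% = clavulanate BLA inhibitor control wells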
SRC1 inh: SRC1 coactivator transcriptional activity inhibitors, primary screen, cell-based, luminescence. 360,000 tested, 0.12% active. inhibition, % at 3.6 µM. AID 588354, 2011. HEK293 GAL4-SRC1 luciferase reporter;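 active = inhibition above the campaign mean plus 3 SD, with each screening campaign given its own cutoff, cut at about 60% in these data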;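 note: 0% = DMSO treated cells and 100% = gossypol at 36 µM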
LMP1 NFkB inh: EBV LMP1-driven NF-kappaB luciferase reporter inhibitors, primary screen, cell-based, luminescence, single point. LMP1-induced NF-kappaB luciferase reporter cells. inhibition, % at 12.5 µM. 350,000 tested, 0.69% active; in the data active = inhibition above about 41%;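 note: 0% = neutral control wells and 100% = reference inhibitor control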
TWEAK-Fn14 inh: inhibitors of TWEAK-Fn14 signaling, primary screen, luciferase reporter cells, uHTS; 360,000 tested, 2% active; inhibition, % at 10 µM; TWEAK-stimulated Fn14 reporter cells, luciferase luminescence, 8 h; in the data active = inhibition above about 50%
COUP-TFII inh: NR2F2 transcriptional activity inhibitors, primary screen, cell-based, luciferase reporter, HEK293T, luminescence. AID 686940, 2013. HEK293T NGFI-A luciferase reporter. inhibition, % at 8.6 µM. 370,000 tested, 0.7% active;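 active = inhibition above a per-plate cutoff, mean inhibition of test wells between control levels plus 3 SD, cut at about 38% in these data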;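 note: cells cotransfected with COUP-TFII expression vector driving the NGFI-A reporter; 0% = median of COUP-TF2 test wells and 100% = reporter-only cells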
* marks the source's active call; other numbers are inactive results; . = no result given.

SMILES	TROY NFkB inh	NOD2-RIPK2 inh	C8 TRAIL sens	NCOA3 inh	NCOA2 inhibitor	NR5A2 inv ag	TLR9-MyD88 block	SRC1 inh	LMP1 NFkB inh	TWEAK-Fn14 inh	COUP-TFII inh
COc1ccc(-c2nnn(CC(=O)N(CC(=O)NC3CCCC3)Cc3ccco3)n2)cc1OC	0.9	4.1	-6.3	-1.2	17.1	4.4	0.3	-10.7	7.5	-0.6	-18.4
COc1ccc(CCn2c(O)c(C3=c4ccccc4=NC3=O)sc2=S)cc1OC	11.0	12.7	-12.6	-5.7	4.6	-10.2	4.0	6.4	9.9	-23.6	-3.1
COc1ccc(N2CCN(Cc3nc4ccccc4n3C)CC2)cc1	10.4	-12.5	16.9	14.6	-21.0	-10.6	-9.7	11.4	-2.1	30.7	-6.4
O=C(COn1nnc2ccc(Cl)cc21)NCc1ccccc1	2.2	-1.0	-4.7	11.1	-20.5	9.7	-6.4	-1.7	4.2	-19.0	7.1
Cc1cc(C(=O)Nc2sc3c(c2C#N)CCC(C(C)(C)C)C3)no1 (stereo unspecified)	-21.5	-6.4	15.0	11.5	4.1	4.0	-11.7	3.0	-9.5	10.0	-0.3
N#CC1=C2SCC(O)(c3ccccc3)N2C(=O)CC1c1ccccc1F (stereo unspecified)	-25.4	-1.8	8.1	15.8	-29.1	-26.5	2.8	-3.9	18.2	13.9	-33.2
Cc1cccc(NC(=O)c2ccc(S(=O)(=O)N(C)CC3CCCO3)cc2)c1C (stereo unspecified)	6.3	-5.7	-5.7	6.2	5.7	-8.4	-12.1	3.6	2.0	-17.0	-20.7
COc1cc(O)c(CCC(=O)c2cc(OC)c(OC)c(OC)c2)c(OC)c1	-16.6	-2.2	-6.9	3.1	-26.1	-6.0	8.9	4.1	-2.2	-8.6	3.3
CC(C)(C)/C(O)=C/c1nc2ccccc2[nH]c1=O	81.5*	-13.9	-1.8	3.8	12.7	-2.8	-6.4	5.4	-2.9	75.0*	-15.1
CCCCNC(=O)CNC(=S)N(Cc1ccc(C)cc1)Cc1ccco1	16.6	-4.7	-4.7	14.8	-1.1	10.8	1.1	-5.1	-1.8	-0.9	0.4
Cc1ccc(NC(=O)c2cc([N+](=O)[O-])ccc2N2CCOCC2)cc1C	25.6	7.0	-14.7	9.6	-19.7	-5.8	14.1	-4.2	0.1	-3.2	-8.9
Cc1ccc(S(=O)(=O)NCC(=O)OCC(=O)Nc2cccc(S(=O)(=O)NC3=NCCCCC3)c2)cc1C	-4.1	-12.2	-16.5	12.8	16.7	13.4	5.5	-10.9	-17.8	-3.3	-12.9

Sorted by length of the SMILES (descending): part of the list above
SMILES	TROY NFkB inh	NOD2-RIPK2 inh	C8 TRAIL sens	NCOA3 inh	NCOA2 inhibitor	NR5A2 inv ag	TLR9-MyD88 block	SRC1 inh	LMP1 NFkB inh	TWEAK-Fn14 inh	COUP-TFII inh
Cc1ccc(S(=O)(=O)NCC(=O)OCC(=O)Nc2cccc(S(=O)(=O)NC3=NCCCCC3)c2)cc1C	-4.1	-12.2	-16.5	12.8	16.7	13.4	5.5	-10.9	-17.8	-3.3	-12.9
Cc1ccc(NC(=O)c2cc([N+](=O)[O-])ccc2N2CCOCC2)cc1C	25.6	7.0	-14.7	9.6	-19.7	-5.8	14.1	-4.2	0.1	-3.2	-8.9
COc1ccc(CCn2c(O)c(C3=c4ccccc4=NC3=O)sc2=S)cc1OC	11.0	12.7	-12.6	-5.7	4.6	-10.2	4.0	6.4	9.9	-23.6	-3.1
Cc1cc(C(=O)Nc2sc3c(c2C#N)CCC(C(C)(C)C)C3)no1 (stereo unspecified)	-21.5	-6.4	15.0	11.5	4.1	4.0	-11.7	3.0	-9.5	10.0	-0.3
CC(C)(C)/C(O)=C/c1nc2ccccc2[nH]c1=O	81.5*	-13.9	-1.8	3.8	12.7	-2.8	-6.4	5.4	-2.9	75.0*	-15.1

(list continues)
SMILES	TROY NFkB inh	NOD2-RIPK2 inh	C8 TRAIL sens	NCOA3 inh	NCOA2 inhibitor	NR5A2 inv ag	TLR9-MyD88 block	SRC1 inh	LMP1 NFkB inh	TWEAK-Fn14 inh	COUP-TFII inh
CC(=O)c1cc(Cl)ccc1OCc1cccc(S(=O)(=O)N2CCOCC2)c1	3.6	0.3	5.9	4.6	-4.2	11.7	0.9	-1.1	4.0	2.9	1.2
O=C(O)c1ccc(S(=O)(=O)c2ccc3c(c2)C(=O)N(NC(=O)c2ccncc2)C3=O)cc1	-11.1	-13.3	-12.0	8.3	-9.6	-5.5	8.7	-6.4	6.4	3.7	-8.2
NC(=O)[C@@H]1CCCN1Cc1nc(-c2ccc(C(F)(F)F)cc2)no1	0.1	1.2	-2.8	10.8	-13.4	-2.3	-6.0	7.9	2.8	-9.2	0.5
Cc1ccc(S(=O)(=O)SCCCSS(=O)(=O)c2ccc(C)cc2)cc1	-5.8	36.1*	-10.7	4.2	-3.7	5.0	1.5	-13.8	6.3	-4.0	-12.1
O=C(Nc1cccc(Cl)c1Cl)c1csc([C@@H]2O[C@H](CO)[C@H](O)[C@H](O)[C@H]2O)n1	4.0	-12.1	-12.7	2.0	20.1	16.7	.	4.1	.	-8.4	-10.2
O=C(Nc1cc(S(=O)(=O)Nc2ccccc2Cl)ccc1O)c1sc2cc(Cl)ccc2c1Cl	-7.2	-3.8	17.6	-4.6	0.9	-5.1	-8.7	8.5	4.1	0.5	7.0
CCOC(=O)COc1ccc(S(=O)(=O)N2CCN(c3ccccc3)CC2)cc1	1.1	-9.9	-9.9	-2.6	.	27.9	-3.9	0.4	-1.0	9.2	.
CCOc1cc(S(=O)(=O)Nc2ccncc2)ccc1F	1.4	17.6	1.9	6.8	-7.6	17.6	2.4	1.4	-6.9	-0.2	-16.5
CCc1nc2ccc(C(=O)N3CCN(S(=O)(=O)CC)CC3)cn2c1N(C=O)Cc1ccc(OC)cc1	0.5	-6.4	4.8	-19.9	-28.4	-0.6	.	7.4	.	10.8	0.2
Cc1ccc(NC(=O)N2CCCc3ccccc32)cc1	-5.0	3.4	-12.0	-8.3	-1.7	-13.9	0.9	-18.6	-4.5	-10.7	0.4
CC(C)=CCC[C@H](C)C[C@@H]1CC2=C(C(=O)OC(C)(C)O2)[C@@H](c2ccc(F)cc2)O1	-10.6	-4.9	3.7	.	3.0	7.4	.	.	.	-11.0	9.7
O=C(c1cccc(-n2cnnn2)c1)N1CC=C(c2ccccc2)CC1	-9.9	-3.6	-4.5	-0.8	-10.5	-4.3	6.3	5.2	-4.6	13.1	-15.4
CCOC(=O)C1=C(O)/C(=C/c2ccc(OCC(=O)Nc3ccc(C)cc3)cc2)N=C1C	-21.2	-5.2	-8.0	-20.4	-16.6	-19.2	9.1	12.3	8.2	-15.4	0.0
CC(C)=CCc1c(O)cc(O)c2c1OC(c1ccc(O)cc1)CC2=O (stereo unspecified)	30.6	-17.2	0.1	7.2	3.7	-9.4	3.3	10.2	-6.4	34.6	-7.3
O=C(Nc1cnc2ccccn2c1=O)c1ccc(F)cc1	-15.3	0.3	-5.6	-88.2	-40.0	-63.1	-3.9	-110.5	-21.9	2.6	-30.3
CCN1C(=O)[C@H]2[C@@H](c3ccc(-c4ccc5c(c4)OCO5)c(OC)c3)N[C@@](CC(C)C)(C(=O)OC)[C@H]2C1=O	2.9	-1.6	8.0	13.5	-0.6	12.0	3.1	7.6	15.4	-11.6	-7.5
Fc1cnc(N/N=C/c2ccc(-c3ccc(Br)cc3)o2)nc1N1CCOCC1	-5.8	6.5	-3.7	17.9	13.0	2.8	6.5	4.2	5.0	-9.9	-3.6
CCN(c1ccccc1)S(=O)(=O)c1ccc(Cl)c(NC(=O)COC(=O)c2ccc[nH]c2=O)c1	-21.5	-3.7	10.0	4.2	-15.0	5.8	0.4	2.9	-2.1	-30.0	0.8
Cn1nc([N+](=O)[O-])nc1Sc1nnnn1-c1ccc(C(=O)O)cc1	-7.7	-3.8	-0.8	4.4	8.8	-7.0	0.6	7.7	-5.7	-6.6	-0.6
COC(=O)c1ccccc1NC(=O)c1cccc(NC(=O)CSCc2ccccc2)c1C	-13.2	-11.6	-14.9	14.0	6.2	17.4	-0.3	3.3	5.9	-22.9	6.2
CCc1ccccc1NC(=O)CNCC(=O)Nc1ccccc1CC	-4.2	-5.2	-5.6	-5.0	-23.8	-5.2	-3.9	4.9	-1.5	11.4	6.5
O=C(O)C1CCCN1S(=O)(=O)c1ccc2c(c1)CCC2 (stereo unspecified)	17.8	13.6	-4.2	8.1	-11.2	6.1	2.1	-9.9	-6.2	13.0	-12.0
COc1ccc(C)cc1Nc1n[n+](-c2ccccc2)c(-c2cccc(Cl)c2Cl)s1	21.7	1.1	24.5	-2.9	7.5	26.1	-4.5	-15.2	-0.3	25.1	12.2
CCOC(=O)c1c(NC(=O)CN(C)C2CCN(C)CC2)sc(C(=O)Nc2ccccc2)c1C	-42.4	-0.3	4.3	-8.2	-22.2	-20.2	-1.8	-1.5	-25.1	-27.4	-14.7
CCOc1ccc(NC(=O)[C@@H]2CCCN2C(=O)c2cccs2)cc1S(=O)(=O)N1CCOCC1	-9.1	-0.8	-4.0	15.8	-17.7	0.2	-2.1	-15.9	2.0	5.1	-2.2
O=C1CN(C(=O)C2CC2)c2ccccc2N1	-24.5	2.4	0.2	12.4	-3.2	-19.8	-6.5	-0.6	-2.9	-2.8	2.8
CCOC(=O)C1(C)/C(=N/Nc2ccccc2OC)C(=O)C(=O)N1c1ccccc1 (stereo unspecified)	-9.7	0.5	2.6	-1.7	-10.6	2.9	-4.4	3.6	1.5	-1.2	-2.6
O=C(N1CCN(c2ccccc2)CC1)C(F)(F)C(F)F	-12.0	14.7	4.9	9.5	5.9	-25.6	-2.4	-2.8	-4.8	3.8	3.1
O=C(NC1=NCCS1)C1CC(=O)N(c2ccc(F)cc2)C1 (stereo unspecified)	0.9	1.0	-14.5	8.9	2.8	-0.2	-8.6	-10.7	-2.2	-5.4	1.6
CC1CCCC(C)N1C(=O)c1ccc2c(c1)S(=O)(=O)c1ccccc1C2=O (stereo unspecified)	13.0	-11.4	9.1	-11.2	7.4	-7.6	1.7	-24.8	-5.3	-8.9	-11.2
CCOc1ccc(N=CC2=C(O)CC(C)(C)CC2=O)cc1	-60.4	4.0	-14.3	-12.1	-11.6	-5.7	3.7	-30.2	-17.3	-3.7	-5.3
Clc1ccc(-c2nnc(N3CCCC3)nn2)cc1	-32.0	-1.8	10.0	-99.7	-37.8	-85.1	1.5	-115.8	-7.9	-2.5	-33.6

Not all compounds are listed; the hit share may differ from the screen's.
